High-throughput results: PubChem BioAssay, Sanford-Burnham Center for Chemical Genomics
MKP-3 inhibition – inhibition of rat DUSP6 enzyme activity – biochemical, in vitro, primary screen (AID 425) | recombinant MKP-3 phosphatase activity, fluorescence; higher % means a stronger effect | inhibition, % at 20 µM; hits with a dose series show IC50 in µM | 110,000 compounds, 0.17% hits; in the data active = inhibition above about 50%;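 also: plate controls were vehicle for no effect and reference inhibitor for full effect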
Hsp70 inhibitors – Hsp70 inhibitors, probe displacement, primary screen, biochemical, fluorescence polarization (AID 583) | Hsp70 fluorescence polarization probe displacement, mP; higher % means a stronger effect | displacement, % at 20 µM, or IC50 in µM where a hit was titrated | 140,000 compounds, 0.06% hits; in the data active = displacement above about 50%;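 also: plate controls were vehicle for no effect and reference ligand for full effect; a part of the inactive calls stands beside numbers as strong as those of hits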
* marks the source's active call; other numbers are inactive results; / = not tested or not shown. Some of the compounds tested, so the mix of outcomes need not match the whole.

Hsp70 inhibitors	MKP-3 inhibition	SMILES
4.9%	2%	Cc1cccc(/C(N)=N/OC(=O)Cc2ccc(Cl)cc2)c1
2.8%	9%	Cc1nn(CC(=O)Nc2c(C)n(C)n(-c3ccccc3)c2=O)c(C)c1[N+](=O)[O-]
-6.1%	1%	CCC(Oc1ccccc1)C(=O)Nc1nc2ccc(S(C)(=O)=O)cc2s1 (centres undefined)
13%	-6%	O=C(c1cc2ccccn2n1)N1CCN(c2cccc(C(F)(F)F)c2)CC1
-1.9%	0%	Cc1cc(Nc2cccc(C)c2C)n2ncnc2n1
-2.0%	4%	CCOc1ccc(NC(=O)CN2CCN(CC(=O)Nc3ccc(C(=O)OC)cc3)CC2)cc1
-1.0%	/	CCC(=O)n1nc(-c2ccc(Cl)cc2)nc1SC
2.0%	-19%	CC(=O)N=c1sc2cc(C)ccc2n1C
6.0%	1%	Cc1cc(NC(=O)CSc2nc3ccccc3o2)no1
2.7%	/	Cc1ccccc1-c1nc2ccccc2[nH]1
1.5%	/	Cc1nccc(-c2ccc(-n3cnc4ccccc43)cc2)n1
-0.1%	-2%	CCCc1[nH]nc2c1C(Cc1ccccc1)C(C#N)=C(N)O2 (centres undefined)
0.8%	/	CN1/C(=C\C(=O)c2oc3ccccc3c2N)C(C)(C)c2ccccc21
/	1%	O=C(O)c1ccccc1C(=O)NCc1ccccc1
0.7%	3%	CC(=O)N(Cc1cc(=O)[nH]c2ccccc12)c1ccc(C)cc1
3.0%	5%	Cc1ccc2[nH]c(C(=O)NN=C3CCCCC3)c(-c3ccccc3)c2c1
-1.9%	-2%	CC(C)NC(=O)CSc1nnc(-c2ccc(C(C)(C)C)cc2)n1C
1.3%	1%	COc1ccc(N2CCN(S(=O)(=O)c3ccc(OC)cc3)CC2)cc1
0.4%	4%	O=C(O)c1[nH]c2ccc(Cl)cc2c1CC(=O)N1CCN(c2ccccc2)CC1
1.5%	/	COC(=O)Cc1c[nH]c2cccc(OCC(O)CN(Cc3ccccc3)C(C)C)c12 (centres undefined)

(cont.)
Hsp70 inhibitors	MKP-3 inhibition	SMILES
-0.9%	3%	CCC1CCc2c(sc(NC(=O)c3ccc4c(c3)OCO4)c2C(=O)OC)C1 (centres undefined)
29%	/	c1coc(-c2nc(-c3ccco3)c(-c3ccco3)nc2-c2ccco2)c1
26%	0%	NNc1ccc(/C=C/c2ccc(NN)cc2S(=O)(=O)O)c(S(=O)(=O)O)c1
-3.2%	2%	COC(=O)c1c(C)oc2cc(Br)c(OCc3ccccc3F)cc12
4.4%	-8%	CCOc1cc(C(=O)Nc2ccc(N3CCN(S(C)(=O)=O)CC3)cc2)cc(OCC)c1OCC
0.4%	2%	Cc1ccccc1OCC(=O)N(Cc1cccs1)C1CCS(=O)(=O)C1 (centres undefined)
0.9%	-15%	CC(C)C(C(=O)NC1CCCCC1)N(CC1CCCO1)C(=O)CNS(=O)(=O)c1ccc(F)cc1 (centres undefined)
12%	/	CC1CCCN(C(=O)c2ccc(S(=O)(=O)N3CCC(c4nc5ccccc5s4)CC3)cc2)C1 (centres undefined)
-2.0%	2%	CCc1ccccc1NC(=O)c1c(NC(=O)c2cccs2)sc2c1CCC2
0.8%	2%	CCOc1ccc(C(=O)NCc2cccs2)cc1OCC
3.4%	/	CC/C(=C\C(=O)c1ccncc1)Nc1ccc(Br)cc1
-0.9%	/	CCN1CCN(S(=O)(=O)c2cc(OC)c(Cl)cc2OC)CC1
1.6%	1%	COc1ccccc1CNS(=O)(=O)c1ccc2ccccc2c1
4.8%	/	Cc1ccc(C)c(N2CCN(C(=O)Cn3c(=O)[nH]c4ccsc4c3=O)CC2)c1
4.3%	-16%	O=C(NCc1cccnc1)c1ccc(COc2ccc3c(c2)CCC3)o1
-5.8%	6%	CCOC(=O)c1c(C)[nH]c(C(=O)CSc2nc3ccccc3o2)c1C
-0.4%	-5%	COC(=O)NC1(C(Cl)Cl)N=C(c2ccccc2)N=C1N (centres undefined)
-5.5%	-2%	CC1(C)Cc2c(sc3c2C2=NCCN2C=N3)CS1
-2.6%	0%	COc1cccc2cc(-c3nc(-c4cc5cc(Br)ccc5oc4=O)cs3)c(=O)oc12
-0.2%	/	CC1CCCC(C)N1C(=O)CSc1nc2ccccc2s1 (centres undefined)

Complete entries from above. Order of values: Hsp70 inhibitors	MKP-3 inhibition
`CC/C(=C\C(=O)c1ccncc1)Nc1ccc(Br)cc1` is entered as 3.4%	/
`Cc1ccc(C)c(N2CCN(C(=O)Cn3c(=O)[nH]c4ccsc4c3=O)CC2)c1` is entered as 4.8%	/

Given with tabs: five of the compounds above
SMILES	Hsp70 inhibitors	MKP-3 inhibition
Cc1ccc(C)c(N2CCN(C(=O)Cn3c(=O)[nH]c4ccsc4c3=O)CC2)c1	4.8%	/
O=C(NCc1cccnc1)c1ccc(COc2ccc3c(c2)CCC3)o1	4.3%	-16%
CCOC(=O)c1c(C)[nH]c(C(=O)CSc2nc3ccccc3o2)c1C	-5.8%	6%
COC(=O)NC1(C(Cl)Cl)N=C(c2ccccc2)N=C1N (centres undefined)	-0.4%	-5%
CC1(C)Cc2c(sc3c2C2=NCCN2C=N3)CS1	-5.5%	-2%

Exported with each value named: 4 of the compounds above.
COC(=O)c1c(C)oc2cc(Br)c(OCc3ccccc3F)cc12
  Hsp70 inhibitors: -3.2%	MKP-3 inhibition: 2%

Cc1ccccc1OCC(=O)N(Cc1cccs1)C1CCS(=O)(=O)C1 (centres undefined)
  Hsp70 inhibitors: 0.4%	MKP-3 inhibition: 2%

COC(=O)NC1(C(Cl)Cl)N=C(c2ccccc2)N=C1N (centres undefined)
  Hsp70 inhibitors: -0.4%	MKP-3 inhibition: -5%

c1coc(-c2nc(-c3ccco3)c(-c3ccco3)nc2-c2ccco2)c1
  Hsp70 inhibitors: 29%	MKP-3 inhibition: /

Additional results follow.
Hsp70 inhibitors	MKP-3 inhibition	SMILES
1.8%	-4%	CN1CCN(c2nc3c(c(=O)n(C)c(=O)n3C)n2CCSc2nc3ccccc3s2)CC1
2.9%	-9%	COc1cc(-c2nnc3sc(-c4cccs4)nn23)cc(OC)c1OC
2.1%	-6%	COc1ccc(C(=O)CSc2nnc(CNC(=O)c3ccc(OC)cc3)n2C)cc1
-1.4%	1%	CC(=O)c1c(C)[nH]c(C(=O)N2CCc3ccccc3C2)c1C
4.9%	/	Cc1cc(NC(=O)c2cccc(S(=O)(=O)N3CCCCCC3)c2)no1
3.4%	-10%	CC(=O)NC1(NC(C)=O)CCN(C)C(c2ccccc2)C1C (centres undefined)
1.3%	0%	CC1(C)Cc2ccccc2-c2nnc(-c3cccc(N)c3)n21
-1.2%	1%	CCN(Cc1ccccc1)S(=O)(=O)c1ccc2oc(C(=O)O)c(C)c2c1
-3.1%	2%	N#Cc1cc2c(nc1SCC(=O)Nc1nccs1)CCCC2
3.0%	-2%	O=C(Nc1ccc(S(=O)(=O)N2CCCCCC2)cc1)c1ccc(Cl)cc1Cl
5.8%	2%	CCC1=NN(C(=O)c2cccc(O)c2)C(O)(c2ccncc2)C1 (centres undefined)
3.0%	-15%	Cc1cc(NC(=O)COc2ccccc2)n(-c2ccccc2)n1
3.6%	/	CC1CCC(NC(=O)Nc2cccs2)CC1 (centres undefined)
7.1%	1%	COc1ccc(NC(=O)C(C)N(c2ccc(C)cc2)S(C)(=O)=O)c(OC)c1 (centres undefined)
2.5%	6%	CCOc1ccccc1CNC(=O)c1cc2occc2n1C
4.2%	-4%	CCCCC(=O)NCCc1ccc(S(N)(=O)=O)cc1
5.0%	-5%	CC(=O)Nc1ccc(OC(=O)c2c(F)cccc2F)cc1
0.2%	-1%	CCOC(=O)C1=C(C)NC2=C(C(=O)CCC2)C1c1ccc2c(c1)OCO2 (centres undefined)
-4.1%	0%	COc1ccccc1/C=C1\SC(=O)N(c2ccc(Cl)cc2)C1=O
9.6%	-6%	CCOC(=O)C(C#N)c1ccccn1 (centres undefined)

The list goes on:
Hsp70 inhibitors	MKP-3 inhibition	SMILES
-1.5%	0%	C/C(CC(O)(/C=N/O)c1ccccc1)=N\O (centres undefined)
1.6%	5%	Cc1cc2nc(-c3ccc(NC(=O)c4cccc([N+](=O)[O-])c4C)cc3)oc2cc1C
1.2%	/	O=C(NC1CCCCC1)c1ccccc1NC(=O)C1CC1
0.6%	-3%	Cc1ccc(C=Nc2ccc(I)cc2)o1
5.1%	-6%	Cc1cc(C(=O)CN2C(=O)c3ccccc3C2=O)c(C)n1C1CC1
0.3%	1%	C/C(CC1CC2=C(CC1(C)C)C(C)(C)CCC2)=N\O (centres undefined)
6.5%	2%	CCCCCN=C(C)c1c(O)c2ccccc2oc1=O
-3.3%	-12%	CCCCOc1ccc(Cl)cc1CSc1nncn1N
-3.1%	-1%	O=C(CSc1nnc(CNc2ccc(Cl)cc2)n1Cc1ccccc1)NCc1ccco1
4.7%	3%	C=CSC1=C(C#N)C(c2cccc3ccccc23)CC(=O)N1 (centres undefined)
-2.8%	-1%	O=C(COc1ccc(Cl)cc1Cl)NNc1nc(N2CCOCC2)nc(N2CCOCC2)n1
-0.6%	/	COc1ccc(NC(=O)CSc2nc3ncccc3[nH]2)cc1OC
1.2%	-16%	CC(=O)N1CCN(c2ccccc2NC(=O)c2cc(Br)ccc2Cl)CC1
-3.7%	/	COc1cc(OC)cc(C(=O)NC2=NCCS2)c1
1.2%	/	Cc1ccc(OC(=S)Nc2ccc(F)cc2)cc1
-5.4%	-1%	CSC1=C(C#N)C(c2cccs2)CC(=O)N1C (centres undefined)
2.5%	3%	Cc1c(NC(=O)c2ccccc2NS(=O)(=O)c2ccc(F)cc2)c(=O)n(-c2ccccc2)n1C
6.0%	-2%	CC(C)CC(=O)Nc1ccc2oc(-c3cccnc3)nc2c1
2.2%	-7%	COc1ccc(CNCCNC(=O)c2ccco2)c(OC)c1OC
5.5%	-2%	COC(=O)c1c(NC(=O)c2ccc(Br)o2)sc(C)c1C

(further entries)
Hsp70 inhibitors	MKP-3 inhibition	SMILES
-1.1%	0%	CCC(=O)c1ccc(OCCn2cncn2)cc1
3.3%	-2%	CCOC(=O)c1c(NC(C)=O)sc2c1CC(C)(CC)OC2 (centres undefined)
1.0%	2%	c1ccc(Cc2nn3c(C4COc5ccccc5O4)nnc3s2)cc1 (centres undefined)
2.6%	4%	C=CCOc1ccc(/C=C2\C(=O)NC(=S)N(c3ccc(Br)cc3)C2=O)cc1OC
2.1%	-4%	O=C(CC1Nc2ccccc2NC1=O)Nc1ccccc1 (centres undefined)
2.6%	-1%	CCOc1ccc(OCC)c(NS(=O)(=O)c2cccc3nsnc23)c1
-5.6%	-8%	O=C(CSc1nc2ccccc2c(=O)[nH]1)c1cccs1
-0.7%	3%	COc1ccc(OC)c(N2C(=O)c3ccc(OC)c(OC)c3C2=O)c1
1.4%	-1%	Cc1cccc(-c2nc3sc4c(c3c(=O)o2)CCC4)c1
-3.1%	-11%	Cc1cccc2cc(C(c3nnnn3Cc3ccc4c(c3)OCO4)N3CCCC3)c(=O)[nH]c12 (centres undefined)
3.1%	-5%	O=C(CS(=O)(=O)c1cn(Cc2cccc(F)c2)c2ccccc12)N1CCOCC1
-1.7%	3%	O=C(CSc1ncnc2nc[nH]c12)c1ccc(Cl)cc1
-9.0%	-12%	COc1ccc2cc(C(c3nnnn3CCc3ccccc3)N3CCC(O)CC3)c(=O)[nH]c2c1 (centres undefined)
1.5%	1%	Cc1cccc(-n2nnc(C(=O)NCc3ccco3)c2N)c1
1.3%	4%	COc1ccc(Br)cc1C1C(C(=O)OCCOC(C)C)=C(C)NC2=C1C(=O)CCC2 (centres undefined)
1.1%	3%	COc1ccc(N2C(=O)C3ON(c4ccccc4)C(c4ccncc4)C3C2=O)cc1 (centres undefined)
-2.1%	4%	O=C(Nc1ccccc1Cl)N1CCN(c2ccc(F)cc2)CC1
-2.5%	/	COc1cccc(CNCCSc2nnnn2C)c1OC
2.3%	/	CCOC(=O)c1cnn(-c2ccccc2)c1-n1cccc1
-5.5%	1%	Cc1n[nH]c(C)c1CCCCCCOc1ccccc1Cl

Other structures follow.
Hsp70 inhibitors	MKP-3 inhibition	SMILES
-1.9%	-6%	CCCCC(=O)Nc1ccc2c(c1)nc1n2CCOC1
-2.6%	-4%	CCn1c(CNc2ccccc2Cl)nnc1SCCN1CCCCC1
-6.0%	1%	COc1ccccc1N1CCN(/N=C\c2ccccc2[N+](=O)[O-])CC1
-1.5%	3%	Cc1ccc(C(=O)Oc2cccc3ccc(C)nc23)cc1
-3.1%	0%	Cc1c(NC(=O)c2ccc(I)cc2[N+](=O)[O-])c(=O)n(-c2ccccc2)n1C
-0.6%	-6%	O=C(O)Cn1cc(C(=O)c2ccco2)c2ccccc21
-0.5%	1%	Cc1ccc(S(=O)(=O)N2CCN(c3ncnc4c3cnn4-c3ccccc3)CC2)cc1
-3.8%	4%	O=C(Nc1ccccc1C(F)(F)F)c1cc(-c2ccc(O)cc2)on1
0.9%	-5%	COc1ccccc1Nc1nc(N)nc(CN2CCN(Cc3ccccc3)CC2)n1
-6.6%	/	O=C(NCc1ccccc1)C(=O)NCC1COc2ccccc2O1 (centres undefined)
0.9%	-2%	COc1ccc(-n2c(C)nc3c(cnn3-c3ccc(Cl)cc3)c2=O)cc1
/	-1%	CN(Cc1ccccc1)C(=O)CCCn1c(=O)[nH]c2cc(Cl)ccc2c1=O
5.4%	15%	CCc1nc2c(C)ccc(C)c2c(N)c1C
2.4%	-3%	Nc1ccc(-c2nnc(-c3ccccc3)o2)cc1
